# Source: PubChem BioAssay (Broad Institute)
# ERp5 inh: ERp5 (human) disulfide isomerase inhibition | Q15084 | ERp5 insulin aggregation, absorbance 650 nm, 90 min | inhibition, % at 9.99 µM | 350,000 tested, 0.05% active;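 active = mean replicate inhibition above about 25%, with every replicate also reaching it, limit read from the data, passing the limit was not always enough; inconclusive = only one of those two criteria met; inactive = neither criterion met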
# Target sequence (Q15084 whole entry, looked up): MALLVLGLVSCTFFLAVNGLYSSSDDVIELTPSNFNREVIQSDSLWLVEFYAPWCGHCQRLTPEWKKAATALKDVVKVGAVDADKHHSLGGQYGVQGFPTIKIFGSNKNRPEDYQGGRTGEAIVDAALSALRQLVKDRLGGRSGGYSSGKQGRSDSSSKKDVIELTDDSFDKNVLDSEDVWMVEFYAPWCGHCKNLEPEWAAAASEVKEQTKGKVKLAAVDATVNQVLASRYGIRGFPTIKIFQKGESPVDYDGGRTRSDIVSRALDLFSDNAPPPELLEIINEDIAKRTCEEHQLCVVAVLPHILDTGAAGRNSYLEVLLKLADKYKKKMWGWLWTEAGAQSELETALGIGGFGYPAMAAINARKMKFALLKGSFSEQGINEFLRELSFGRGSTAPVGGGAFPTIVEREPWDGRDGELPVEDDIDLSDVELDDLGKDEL
# RAD52 anneal inh: inhibitors of human RAD52 DNA annealing; P43351; recombinant RAD52 DNA annealing, FRET fluorescence; inhibition, % at 18.7 µM; 360,000 tested, 0.46% active; AID 651710;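 active = every replicate showing at least 50% inhibition; inconclusive = mean inhibition at least 50% but not in every replicate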
# Target sequence (P43351 whole entry, looked up): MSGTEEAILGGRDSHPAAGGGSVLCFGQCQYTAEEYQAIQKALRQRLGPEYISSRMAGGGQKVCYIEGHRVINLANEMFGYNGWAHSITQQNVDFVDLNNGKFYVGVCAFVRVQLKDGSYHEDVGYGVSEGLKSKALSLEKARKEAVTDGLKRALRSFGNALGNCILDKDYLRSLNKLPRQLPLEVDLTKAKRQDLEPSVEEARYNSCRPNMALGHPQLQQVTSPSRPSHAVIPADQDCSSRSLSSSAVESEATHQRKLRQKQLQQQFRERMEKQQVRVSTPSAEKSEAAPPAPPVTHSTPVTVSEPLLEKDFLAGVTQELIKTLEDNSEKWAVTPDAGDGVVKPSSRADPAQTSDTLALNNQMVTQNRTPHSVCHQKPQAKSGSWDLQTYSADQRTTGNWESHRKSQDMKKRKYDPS
# Casp6 inh: blocks human caspase-6 cleavage activity; P55212; purified caspase-6, Z-VEID-R110 cleavage fluorescence; inhibition, % at 12.5 µM; 350,000 tested, 0.53% active; AID 686996;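 active = mean inhibition across replicates at least about 35%, with every replicate also reaching that limit, limit read from the data; inconclusive = only one of the two criteria met; inactive = neither criterion met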;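 also: 0% = median of neutral control wells and 100% = no fluorescence left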
# E-selectin induc: induces E-selectin expression in human endothelial cells; HUVEC E-selectin immunofluorescence imaging; normalized: neutral wells 0, TNF-alpha wells 100; AID 686992; P16581; 260,000 tested, 0.37% active; activation, % at 7.58 µM;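 active = mean E-selectin-positive cell signal at least 10% of the positive control, reached in at least 60% of replicates, without over 20% cell loss; inconclusive = no rule given, readout overlaps actives, possibly toxicity-flagged; inactive = the rest, including those meeting only one limit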;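 also: in these data hits start at about 27%; measured in HUVEC primary endothelial cells; signal is the percent of cells scored E-selectin positive by PE staining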
#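 Test system – human umbilical vein endothelial cells (HUVEC), E-selectin induction · Input – 3,000 HUVEC seeded per well · Buffer or medium – EGM-2, gelatin · Compound dosing – single-point compound dose · Detection – immunofluorescence imaging · Measure – percent E-selectin-positive cells · Controls – TNF-alpha high, DMSO low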
# esBAF inh: inhibitors of esBAF chromatin remodeling in mouse ES cells; reporter increase, % at 12.5 µM; Bmi1-luciferase knock-in reporter, 24 h; 100% = twice the neutral-well signal; 350,000 tested, 2% active; in the data active = activation above about 40%; inconclusive = no clear call, values can overlap the other calls;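 also: 0% = median of the plate's neutral control wells and 100% = double that signal; a rise in the Bmi1 reporter signal indicates esBAF inhibition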
# PglD inh: PglD (C. jejuni) enzyme inhibition; purified PglD enzyme, DTNB colorimetric CoA detection; AID 602405; inhibition, % at 12.5 µM; 360,000 tested, 0.098% active; in the data active = inhibition above about 16%, passing the limit was not always enough; inconclusive = no clear call, values can overlap the other calls; also: strong numbers were not always called active
# RAD54 branch: inhibitors of human RAD54 branch migration; Q92698; RAD54 Holliday junction branch migration, FAM/BHQ fluorescence; inhibition, % at 10.4 µM; 360,000 tested, 0.14% active; AID 602329;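 active = mean normalized replicate activity at least 40 and at least half of replicates scoring 40 or more; inconclusive = only one of the two criteria met; inactive = mean below 40 and under half of replicates reaching 40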;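 also: 0% = median of neutral control wells and 100% = median of positive control wells; inhibitors cause a drop in the FAM fluorescence signal; in these data hits start at about 50%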
# ARNT TACC3 PPI: ARNT/TACC3 interaction disruption. 390,000 tested, 0.66% active. AlphaScreen His-ARNT PAS-B/GST-TACC3 binding, luminescence; TACC3 fragment carries E629A point mutation. Q9Y6A5. inhibition, % at 9.99 µM;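 active = mean inhibition of replicates at least 50% and at least half of replicates each reaching 50%; inconclusive = half or more replicates reach 50% but mean below 50%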;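 also: 0% = complete ARNT plus TACC3 wells and 100% = ARNT alone without TACC3; many hits fall short of the cut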
# Starred values were filed as active, the others as inactive; ? = inconclusive; · = no result given; & = joins results of further samples.
# The line under a structure holds: ERp5 inh	RAD52 anneal inh	Casp6 inh	E-selectin induc	esBAF inh	PglD inh	RAD54 branch	ARNT TACC3 PPI
> O=C(NCCCN1CCN(c2ccccc2F)CC1)C1CC(=O)N(C2CCCC2)C1 (stereo unspecified)
→ 0	11	-4	0.5	-2	-5	-7	-6
> COCC(=O)N[C@@H]1C=C[C@H](CC(=O)NCc2ccc(Cl)cc2)O[C@@H]1CO
→ -2	6	0	-0.2	0	6	-6	-3
> CC(Oc1ccc(Cl)cc1Cl)C(=O)Nc1ccc(O)cc1 (stereo unspecified)
→ -1	-5	4	·	1	·	·	-5
> CCC(=O)N1[C@@H]2c3ccc(C4=CCCCC4)c(=O)n3C[C@@H]2[C@@H](CO)[C@@H]1C(=O)NC1CCC1
→ -4	1	1	-0.1	2	17	-7	26
> Cc1n[nH]c(=O)c2c(NC(=O)CSc3ncccn3)oc(C)c12
→ -3	-11	-1	-0.6	·	·	·	29
> C=CCOC(=O)C1=C[C@H](C2CC2)[C@@H](CCCO)[C@H](OCC)O1
→ 4	-1	-2	0.2	-1	-1	-5	1
> C=C[C@H]1C(C(=O)OCC)=CC[C@@H](c2ccccc2)N1S(=O)(=O)c1ccc(C)cc1
→ 2	9	-1	1.8	2	5	-4	·
> Cc1cccc(Cc2nnc(CCC(=O)NCc3cnc4ccccn34)o2)c1
→ 3	-8	-2	·	·	·	·	-6
> COc1ccccc1CN1[C@@H]2CNC[C@H]1C2c1ccc(-c2ccncc2)cc1 (stereo partly specified)
→ 5	30	2	-0.1	·	·	·	·
> O=C(c1ccc2c(c1)OCO2)N1CC(=O)N2[C@H](CO)[C@@H](c3ccc(C#CC4CCCC4)cc3)[C@@H]2C1
→ -1	-14	4	-0.2	·	·	·	·
> O=C(NCCSCc1ccccc1)c1ccc(C2SCC(=O)N2Cc2ccccc2)cc1 (stereo unspecified)
→ ·	·	·	·	-6	-6	13	2
> CC(=O)Nc1ccccc1C(=O)C(=O)Nc1cccc(F)c1
→ -4	-8	-1	·	·	4	-2	·
> COCc1cc(C)nc(SCC(=O)Nc2ccc3c(c2)OCCO3)c1C#N
→ 0	-10	0	·	20	1	-12	0
> O=C(NCCN1CCOCC1)c1cc2sccc2n1Cc1ccc(Cl)cc1
→ ·	·	·	·	10	-5	-2	2
> CCCSC1C(C)=C(C)C(=O)N1Cc1ccccc1 (stereo unspecified)
→ 0	-11	0	·	5	6	5	-2
> S=C(Nc1ccccc1)N1CCN(c2ccccc2)CC1
→ 2	-7	-4	0.1	16	-2	2	5
> O=C(CCC(=O)Nc1ccc(F)cc1)N/N=C/c1cc([N+](=O)[O-])ccc1O
→ 1	-14	·	0.0	·	·	·	-7
> COc1cc(SC)ccc1C(=O)Nc1c(Cl)cncc1Cl
→ -1	-5	-1	·	-2	·	·	-2
> Cc1cc(Br)c2c(c1)C1(OCCO1)C(=O)N2
→ -2	-12	1	0.4	-5	-4	-2	9
> Cn1nnnc1SCC(=O)N1CCN(c2ccccc2)CC1
→ ·	·	·	·	4	1	6	-11
> COc1ccccc1CNC(=O)C[C@H]1CC[C@H]2[C@@H](COC[C@H](O)CN2Cc2ccc3c(c2)OCO3)O1
→ -4	7	2	0.1	1	3	-3	·
> Cc1ccc(SCC(=O)Nc2cccc(C(=O)NC(C)(C)C)c2)cc1
→ ·	·	·	·	-2	-4	-4	-9
> Cc1ccc(-c2ccc3c(c2)O[C@H](CN(C)Cc2ccccn2)[C@@H](C)CN([C@@H](C)CO)S3(=O)=O)cc1
→ 0	3	1	1.5	-10	1	-1	6
> COc1ccc(CNC(=O)CCSc2nc(-c3ccc4c(c3)OCO4)cc(C(F)(F)F)n2)cc1
→ ·	·	·	·	-6	-1	-2	0
> Cc1c(C(=O)N2C[C@@H](C)O[C@@H](C)C2)oc2c(F)cccc12
→ -5	-4	-1	-0.9	70*	0	5	-4
> COc1ccc(NC(=O)c2cc(-c3cccs3)on2)cc1
→ 2	-11	-4	0.1	62*	3	-4	-3
> OCc1csc(=Nc2ccccc2)n1-c1ccccc1
→ ·	·	·	·	20	6	-6	-20
> COc1ccc(CCNc2ncnc3c2nnn3Cc2ccccc2)cc1OC
→ -3	0	0	-0.1	-4	-4	2	6
> Nc1c(NCCN2CCCCC2)c2ccccc2oc1=O
→ 8	6	-6	5.0	·	·	·	14
> C[C@H]1CN([C@@H](C)CO)C(=O)Cc2cc(NS(=O)(=O)c3cccs3)ccc2O[C@@H]1CN(C)Cc1ccc(Oc2ccccc2)cc1
→ 0	-2	1	1.1	0	0	-8	·
> COc1ccccc1C(=O)NCCC(=O)NCCOc1ccccc1
→ -1	-22	-3	0.0	·	3	2	-12
> CCOC(=O)c1sc(NC(=O)CN2CCN(c3ccc(OC)cc3)CC2)nc1C
→ -1	-6	0	0.2	0	-3	4	-3
> Cc1[nH]c2ccccc2c1C(O)c1ccncc1 (stereo unspecified)
→ 7	-13	1	·	-2	·	·	3
> C[C@H](CO)N1C[C@H](C)[C@@H](CN(C)Cc2ccc(C(=O)Nc3ccccc3N)cc2)Oc2c(NC(=O)c3ccc(-c4nccs4)cc3)cccc2C1=O
→ 12	11	-2	24	7	4	5	18
> O=C(O)c1ccc(NS(=O)(=O)c2cc(Cl)ccc2Cl)cc1O
→ -7	-22	9	·	0	0	0	-3
> Cc1ccccc1N1C(=O)C2C3C=CC(CC3)C2C1=O (stereo unspecified)
→ 6	-14	-1	0.1	-4	-131	7	1
> CCCn1c(SCC(=O)N2CCc3ccccc3C2)nc2c1c(=O)n(C)c(=O)n2C
→ ·	·	·	·	-3	2	-2	-6
> COc1ccc(C(c2nnnn2C2CCCC2)N2CCC(C(N)=O)CC2)c(OC)c1 (stereo unspecified)
→ ·	·	·	·	3	6	0	-7
> N#C[C@@H]1[C@@H](c2ccccc2C2=CCCC2)[C@H](CO)N1C(=O)NC1CCCCC1
→ 1	-8	2	-0.1	·	·	·	·
> CCC(C)NC(=O)[C@H]1N2C(=O)c3c(ccc(OC)c3OC)C2SC1(C)C (stereo partly specified)
→ 5	-12	-5	·	-1	0	1	0
> CCCC(=O)Nc1ccc2c(c1)OC[C@H](C)N(S(=O)(=O)c1cn(C)cn1)C[C@@H](C)[C@@H](OC)CN(C)C2=O
→ 3	4	2	0.2	4	-2	4	-11
> C#CCNC(=O)C[C@@H]1C[C@@]2(C(=O)OC)CC(C)(C)CC=C2N(Cc2ccco2)C1=O
→ -4	2	-2	0.1	·	·	·	·
> COc1ccc(NC(=O)c2ccccc2OCc2c(C)noc2C)cc1OC
→ -6	-10	4	-0.2	-5	-2	-2	-2
> C[C@H]1CN([C@@H](C)CO)C(=O)Cc2cc(NC(=O)Nc3ccc4c(c3)OCO4)ccc2O[C@@H]1CN(C)S(=O)(=O)c1cn(C)cn1
→ ·	·	·	-13	1	5	4	1
> Cc1ccccc1S(=O)(=O)Nc1ncnc2scc(-c3ccccc3)c12
→ ·	·	·	·	1	3	1	-1
> Cc1ccc(C2CC(C(F)(F)F)n3nc(C(=O)Nc4c(C)n(C)n(-c5ccccc5)c4=O)cc3N2)cc1 (stereo unspecified)
→ 3	-17	-2	-0.1	-6	·	·	0
> CC(C)C[C@H](NC(=O)c1nc[nH]c1C(=O)N[C@@H](CCCCN)C(=O)OC(C)(C)C)C(=O)OC(C)(C)C
→ ·	·	·	·	-5	0	15	8
> COC(=O)C[C@H]1C[C@@H]2c3cc(N(C)C)ccc3O[C@@H]2[C@H](CO)O1
→ 2&11	-35&-58	2&3	0.0	0	-6	-7	·
> Cc1ccc(CS(=O)Cc2ccc(C(=O)NCc3ccccc3Br)o2)cc1 (stereo unspecified)
→ 3	-16	1	·	8	1	-1	3
> COc1cccc(CNS(=O)(=O)c2ccc3c(c2)CC(C)N3C(=O)C2CC2)c1 (stereo unspecified)
→ -2	-7	1	·	9	1	-4	10

# Next part
# The line under a structure holds: ERp5 inh	RAD52 anneal inh	Casp6 inh	E-selectin induc	esBAF inh	PglD inh	RAD54 branch	ARNT TACC3 PPI
> CC(=O)N1CCN(C(=O)COC(=O)COc2c(C)cc(C)cc2C)CC1
→ 4	-5	-1	0.1	-1	1	-7	·
> COc1ccc(CC(=O)Nc2c3c(nn2C(C)(C)C)CS(=O)(=O)C3)cc1OC
→ 1	-8	5	-0.3	-3	-4	4	-1
> CC1(C)CC(=O)C2=C(C1)OC(N)=C(C#N)C2c1cccs1 (stereo unspecified)
→ 3	-19	-1	·	2	·	·	-2
> CC(=O)c1ccc(Sc2nnnn2-c2ccccc2)c([N+](=O)[O-])c1
→ 7	-17	13	·	·	·	·	0
> CNC[C@H]1OCCCC[C@@H](C)Oc2ccc(NS(=O)(=O)c3ccc(OC)cc3)cc2C(=O)N([C@H](C)CO)C[C@@H]1C
→ -2	13	0	-0.1	-10	-3	16	-7
> CCc1ccccc1NC(=O)CSc1nnc(Cn2cnc3ccccc32)o1
→ ·	·	·	·	-4	2	-15	-4
> CCC(C)Sc1cc(-c2nc3ccc(Cl)cn3c2NC2CCCCC2)ccc1OC (stereo unspecified)
→ 1&-3	-27&-29	-3&-1	0.1&0.0	3	5	-11	1
> Clc1ccc(Oc2cnns2)cc1Cl
→ ·	·	·	·	-5	-2	-2	-6
> CCCc1cc(=O)[nH]c(SCC(=O)Nc2sccc2C#N)n1
→ -3	-25	17	-0.2	9	4	3	3
> Cc1cccc(N=C2NN=C(c3c[nH]c4ccccc34)CS2)c1
→ -3	-15	2	·	?	·	·	9
> CCCCNC(=O)C1(C)CCN1C(=O)c1cc(F)ccc1C (stereo unspecified)
→ -2	-17	1	-0.1	4	-4	-3	·
> Cc1ccc(C(=O)NCC(=O)NCc2ccccc2F)s1
→ 0	-10	-2	-0.2	1	0	6	1
> CO[C@@H]1CN(C)C(=O)c2cc(NC(=O)NC3CCCCC3)ccc2OC[C@@H](C)N(CCc2ccccc2)C[C@@H]1C
→ -6&-5	19&-6	2&2	0.1&0.5	0	4	-19	1
> O=C(C[C@@H]1CC[C@@H]2[C@H](COC[C@@H](O)CN2C(=O)c2ccccc2)O1)N1CCOCC1
→ -3	-54	0	0.0	-1	-4	2	1
> O=C(OCC(O)C(O)C(O)COC(=O)c1ccccc1)c1ccccc1 (stereo unspecified)
→ -4	-2	-8	·	-1	0	-13	0
> CCOC(=O)[C@H]1[C@H]2COc3cc(OC)ccc3[C@@H]2N2C(=O)N(c3ccc(Cl)cc3)C(=O)[C@@]12C
→ ·	·	·	·	6	4	-14	-2
> CCC1Sc2ccc(S(=O)(=O)CCC(=O)NC3CCCCCC3)cc2NC1=O (stereo unspecified)
→ 0	-11	7	·	-1	3	-3	6
> COc1ccc(S(=O)(=O)N(C)C[C@@H]2Oc3ccc(NC(=O)Cn4cnnn4)cc3CC(=O)N([C@H](C)CO)C[C@H]2C)cc1
→ 1	0	2	-14	-1	3	2	-2
> O=C(CNC(=O)c1ccccc1)OCN1C(=O)c2ccccc2C1=O
→ -31	1	2	-0.1	-8	0	-2	-2
> O=C1CCC([N+](=O)[O-])C(c2ccc(F)c(Br)c2)N1 (stereo unspecified)
→ 2	-5	0	·	2	0	-15	-2
> O=C(CN1CCOCC1)N1CC2(C1)[C@H](c1ccccc1)[C@@H](CO)N2Cc1ccccc1
→ 1	-24	2	0.1	·	·	·	·
> CCCC(=O)Nc1nnc(SCC(=O)NCc2ccc3c(c2)OCO3)s1
→ -5	2	-1	0.4	-2	-6	6	-4
